TRHR PAM: TRH receptor (human) allosteric enhancement; P34981; TRHR cells, fluo-8 calcium fluorescence, EC20 TRH enhancement; enhancement, % at 2 µM; 360,000 compounds, 0.66% hits; AID 493056; in the data active = enhancement above about 30%; also: 0% is about no effect
Target sequence (P34981 whole entry, looked up): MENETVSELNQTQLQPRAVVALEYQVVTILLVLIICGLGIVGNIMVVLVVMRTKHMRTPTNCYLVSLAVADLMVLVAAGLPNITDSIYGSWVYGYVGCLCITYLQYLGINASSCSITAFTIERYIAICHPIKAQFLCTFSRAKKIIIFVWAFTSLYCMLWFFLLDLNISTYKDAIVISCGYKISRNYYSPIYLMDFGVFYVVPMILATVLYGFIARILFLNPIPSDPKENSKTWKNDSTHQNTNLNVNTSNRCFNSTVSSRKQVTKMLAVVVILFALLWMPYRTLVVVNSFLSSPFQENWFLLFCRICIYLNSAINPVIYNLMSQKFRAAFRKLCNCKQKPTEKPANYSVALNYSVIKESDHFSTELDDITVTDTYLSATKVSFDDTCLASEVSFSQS
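TRHR-expressing cells loaded with fluo-8 calcium dye were read kinetically (ex 480/em 530) during compound addition, then stimulated with an EC20 of TRH (10 nM final). Enhancement of the Gq-mediated intracellular calcium response was scored.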
D1 potentiator: human D1 dopamine receptor positive modulation; HEK293 TREx D1 cells, calcium flux, dopamine EC20 potentiation; potentiation, % at 10 µM; 360,000 compounds, 0.036% hits; AID 504651; in the data active = potentiation above about 30%; also: 0% is about no effect
D2 antagonist: antagonists of human D2 dopamine receptor. P14416. HEK293 TREx D2 cells, calcium flux, dopamine EC80. inhibition, % at 10 µM. 340,000 compounds, 2% hits; in the data active = inhibition above about 30%; also: 0% is about no effect
Target sequence (P14416 whole entry, looked up): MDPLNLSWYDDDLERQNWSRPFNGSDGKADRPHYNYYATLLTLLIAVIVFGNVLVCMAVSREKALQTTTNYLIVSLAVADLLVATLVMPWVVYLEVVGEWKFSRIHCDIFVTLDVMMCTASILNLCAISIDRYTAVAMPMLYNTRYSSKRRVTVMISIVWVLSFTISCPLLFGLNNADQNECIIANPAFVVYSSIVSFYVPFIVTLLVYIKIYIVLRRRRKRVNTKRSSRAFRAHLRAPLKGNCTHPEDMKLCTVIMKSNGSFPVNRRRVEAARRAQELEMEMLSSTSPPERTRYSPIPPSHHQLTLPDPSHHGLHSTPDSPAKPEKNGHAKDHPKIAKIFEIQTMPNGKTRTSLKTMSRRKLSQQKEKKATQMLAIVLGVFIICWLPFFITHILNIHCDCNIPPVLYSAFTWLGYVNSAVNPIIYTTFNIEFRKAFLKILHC
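Tetracycline-induced HEK293 T-REx cells expressing D2 force-coupled to calcium signalling were dye-loaded, exposed to compound for 180 s, then challenged with an EC80 of dopamine; calcium flux was followed kinetically for a further 180 s.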
D2 ag: agonists of human D2 dopamine receptor | HEK293 T-REx D2 cells, calcium flux agonist mode | AID 485358 | activation, % at 2 µM | 340,000 compounds, 0.53% hits;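 active = activation over 3 SD above normal in the single-dose calcium agonist read, cut at about 30% in these data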; also: 0% is about no effect
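Tetracycline-induced HEK293 Trex cells with D2 receptor force-coupled to calcium signaling, plated overnight at 30 C and loaded with no-wash calcium dye. Calcium flux read kinetically for 180 s after compound addition; responses flag agonists.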
D1 antag: human D1 dopamine receptor antagonism. P21728. HEK293 TREx D1 cells, calcium flux, dopamine EC80; active compounds read low. activity change, negative = inhibition, % at 10 µM. 360,000 compounds, 3.2% hits; in the data active = activity change below about -30%; also: % is scaled to controls: 0 for no effect and ±100 for the full control effect
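Tetracycline-induced HEK293 T-REx cells with force-coupled D1 receptor were loaded with a no-wash calcium dye. Compound was added after a 10 s baseline and read kinetically for 180 s; EC80 dopamine was then added and calcium flux followed another 180 s.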
D2 PAM: D2 dopamine receptor (human) potentiation. P14416. HEK293 T-REx D2, calcium flux, EC20 dopamine potentiation. potentiation, % at 10 µM. 340,000 compounds, 0.34% hits;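 active = potentiation over 3 SD above the plate norm, cut at about 30% in these data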; also: 0% is about no effect
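Primary screen. Calcium kinetics in induced HEK293 T-REx D2 cells: compound pre-addition 180 s, EC20 dopamine, 180 s more.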
D1 ag: activates the human D1 dopamine receptor; 360,000 compounds, 1% hits; HEK293 T-REx D1 cells, calcium flux, agonist mode; P21728; activation, % at 2 µM; also: 0% is about no effect
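Tetracycline-induced HEK293 TREx D1 cells, force-coupled to calcium signalling, were dye-loaded with a no-wash calcium kit. Compound was pin-added after a 10 s baseline. Fluorescence was read kinetically at 1 cycle/s for 180 s, with calcium rises flagged as agonism.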
TRHR agonist: TRH receptor (human) agonism; 360,000 compounds, 0.18% hits; TRHR cells, calcium flux fluo-8, FDSS agonist mode; P34981; activation, % at 2 µM; also: 0% is about no effect
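TRHR-expressing cells loaded with fluo-8 calcium dye; 23 nL library compound pin-transferred, kinetic FDSS fluorescence (Ex 480/Em 530) recorded about 180 s for agonist-induced calcium release, before a 10 nM TRH EC20 addition for potentiator mode.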
RXFP1 antagonist: blocks the human relaxin receptor RXFP1 | Q9HBX9 | HEK293-RXFP1, relaxin-stimulated cAMP HTRF, 30 min; active compounds read low | activity change, negative = inhibition, % at 57.5 µM | 350,000 compounds, 0.59% hits;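 active = activity change of -60% or lower, but not beyond a set lower limit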; also: % is scaled to controls: 0 for no effect and ±100 for the full control effect
Starred values were filed as active, the others as inactive; / = not tested or not shown. Rule as the data show it, unless noted: active = activation above about 30%; inactive = the rest.

SMILES	TRHR PAM	D1 potentiator	D2 antagonist	D2 ag	D1 antag	D2 PAM	D1 ag	TRHR agonist	RXFP1 antagonist
O=c1c(/C=N/Nc2ccccc2)c(Sc2nnnn2-c2ccccc2)nc2ccccn12	3	9	5	12	21	-2	24	17	18
O=C(COC(=O)c1ccc2c(c1Cl)C(=O)c1ccccc1C2=O)NC1CCCCC1	1	-4	1	-0.1	1	15	4	0.2	3
OC(CNCCC1C=Nc2ccccc21)Cn1c2ccc(Cl)cc2c2cc(Cl)ccc21 (stereo not drawn)	6	9	0	11	-21	10	11	2.1	-6
CC(C)CCN1C(=O)c2ccc(C(=O)NCC3CCCO3)cc2C1=O (stereo not drawn)	0	-12	12	0.0	12	-6	0	0.1	-3
CC(C)CC(=O)Nc1nnn(C)n1	0	-3	-12	-0.1	-8	2	3	1.6	-1
Cc1ccnc(NS(=O)(=O)c2ccc(NC(=O)c3c(-c4ccccc4Cl)noc3C)cc2)n1	4	-3	-10	-0.3	-1	6	0	0.3	-2
Cc1ccc(SCC(=O)Nc2ccccc2C(=O)O)cc1	18	2	28	0.0	5	-1	-1	-0.3	-29
NC(=O)c1ccccc1N/C=C/C(=O)c1ccccc1	2	-9	3	0.1	-2	2	0	-1.0	-7
O=C(CNS(=O)(=O)c1ccccc1Br)OCC(=O)N1CCc2ccccc21	-3	-5	19	-1.6	-57*	12	4	-0.3	-2
CCCCN1C(=O)C2C(c3ccc(OC)cc3O)NC(CC(C)C)(C(=O)O)C2C1=O (stereo not drawn)	4	/	-9	0.0	12	3	1	0.2	/
CN(C(=O)n1cnc2ccccc21)c1ccccc1	1	-3	-4	-0.5	-5	-4	1	-0.7	9
O=C(COC(=O)CNC(=O)c1ccc(Cl)c([N+](=O)[O-])c1)NCC1CCCO1 (stereo not drawn)	-6	-8	-26	-1.1	-6	10	1	0.0	5
CC(=O)Nc1nc(CC(C)C)cc(-c2ccccc2)c1C#N	1	-16	-8	-0.4	-6	7	1	-1.4	9
O=C1C(=O)N(Cc2cccnc2)C(c2ccccn2)/C1=C(/O)c1ccccc1 (stereo not drawn)	1	-1	5	0.0	30	15	0	-0.2	-5
O=C(NCc1nc(-c2ccc(Cl)cc2)no1)c1ccc2c(c1)OCO2	2	-3	10	-0.9	-10	13	0	-0.9	2
COc1ccc(C(=O)NC(=S)NCCc2ccccc2)cc1	-2	1	-2	-0.3	-22	-4	10	0.1	-5
Cc1cc(NC(=O)CSc2nc3ccsc3c(=O)n2CCCCC(=O)O)no1	10	-2	1	-0.1	-18	2	2	-0.1	21
NC(=O)NCCN1CCN(c2ncc(C(F)(F)F)cc2Cl)CC1	-9	-7	11	-0.1	-10	-16	5	0.8	4
Cc1ccc(C(=O)c2ncc[nH]2)cc1	-5	-7	6	0.2	-15	-2	-2	-0.2	/
Cc1cccc(C(=O)Nc2nnc(-c3ccncc3)o2)c1	-2	-3	-18	0.1	-1	-4	4	-0.5	0
CCN(CC)c1ccc2cc(-c3nc4ccccc4n3C)c(=O)oc2c1	31*	-2	40*	72*	-15	-8	278*	144*	6
CCOC(=O)CC1NCCc2c1[nH]c1ccc(OC)cc21 (stereo not drawn)	9	-3	1	0.1	4	-11	4	1.0	-2
O=C(NC1CCCc2ccccc21)c1ccc(Cl)nc1 (stereo not drawn)	6	-7	-2	0.0	-8	-3	1	0.1	6
COc1cc2c(cc1OC)CN(CC(=O)NC(=O)NC1CCCCC1)CC2	-10	2	8	-1.2	8	11	2	0.2	-12
CCOC(=O)COc1coc(CN2CCN(c3cccc(Cl)c3)CC2)cc1=O	-4	-3	10	0.1	-7	6	3	-0.4	-3
Cc1cc(C(=O)NC(C)C2CC2)c(Cl)cc1Cl (stereo not drawn)	-5	14	-9	0.0	1	6	2	-0.5	3
CCc1ccc(N2CC(C(=O)Nc3ccc(F)cc3)CC2=O)cc1 (stereo not drawn)	0	-8	-8	3.1	32	/	1	0.3	-12
O=C1N=C(N2CCN(c3ccccc3)CC2)SC1Cc1ccccc1 (stereo not drawn)	1	-5	-7	0.2	5	-5	6	-0.4	-27
Cc1ccc2nc(CCc3ccc(N)cc3)[nH]c2c1	-4	-3	/	/	-25	-2	0	-1.4	3
COc1ccc(C(=O)Cn2c(C)nc([N+](=O)[O-])c2Br)cc1	13	-2	-3	0.7	-2	11	11	0.2	-7
CC(C)NC(=O)C(c1ccc(F)cc1)N(Cc1ccco1)C(=O)CCC(=O)Nc1ccccn1 (stereo not drawn)	-2	3	-10	0.0	2	10	1	-0.2	3
N#Cc1nc(Nc2cccc3ccccc23)nc(NC2CCCC2)n1	-6	-7	/	/	-35*	/	8	2.0	/
O=C(CCCC(=O)OCC(Cl)=C(Cl)Cl)Nc1ccccc1F	-4	-8	23	-0.6	0	-8	2	-2.7	4
COc1ccc(N2CCN(C(CNC(=O)C(=O)NCc3ccc(C)cc3)c3cccnc3)CC2)cc1 (stereo not drawn)	-4	-2	/	0.3	13	5	0	0.2	-10
CC1Cc2ccccc2N1S(=O)(=O)c1cccc(C(=O)NNC(=O)c2ccccc2F)c1 (stereo not drawn)	-3	-4	-9	-0.3	-8	18	-1	-1.0	-9
O=C(O)CCC(=O)N1N=C(c2ccc(Br)cc2)CC1c1cccc(Br)c1 (stereo not drawn)	1	1	/	/	18	/	4	-0.1	-21
CCOC(=O)C1=C(C)N(CCCC(=O)NCc2ccc3c(c2)OCO3)C(=O)NC1c1ccc(Br)cc1 (stereo not drawn)	-11	-1	-27	-0.7	26	2	-1	-0.6	/
Cn1c(=O)n(C)c2cc(N3CCOCC3)c(NS(=O)(=O)c3ccc(Br)cc3)cc21	2	6	/	0.9	-12	-2	1	-0.7	-9
CCN1CCN(S(=O)(=O)c2cc3c(cc2Cl)NC(=O)CO3)CC1	1	-11	3	0.6	-8	4	2	0.3	3
Cc1[nH]c2ccccc2c1-c1nc(N)sc1C	3	-7	13	-0.7	4	-8	1	-0.5	-3

A portion from the list above, for reference:
SMILES	TRHR PAM	D1 potentiator	D2 antagonist	D2 ag	D1 antag	D2 PAM	D1 ag	TRHR agonist	RXFP1 antagonist
COc1cc2c(cc1OC)CN(CC(=O)NC(=O)NC1CCCCC1)CC2	-10	2	8	-1.2	8	11	2	0.2	-12
CCOC(=O)COc1coc(CN2CCN(c3cccc(Cl)c3)CC2)cc1=O	-4	-3	10	0.1	-7	6	3	-0.4	-3
Cc1cc(C(=O)NC(C)C2CC2)c(Cl)cc1Cl (stereo not drawn)	-5	14	-9	0.0	1	6	2	-0.5	3
CCc1ccc(N2CC(C(=O)Nc3ccc(F)cc3)CC2=O)cc1 (stereo not drawn)	0	-8	-8	3.1	32	/	1	0.3	-12
O=C1N=C(N2CCN(c3ccccc3)CC2)SC1Cc1ccccc1 (stereo not drawn)	1	-5	-7	0.2	5	-5	6	-0.4	-27
Cc1ccc2nc(CCc3ccc(N)cc3)[nH]c2c1	-4	-3	/	/	-25	-2	0	-1.4	3
COc1ccc(C(=O)Cn2c(C)nc([N+](=O)[O-])c2Br)cc1	13	-2	-3	0.7	-2	11	11	0.2	-7
CC(C)NC(=O)C(c1ccc(F)cc1)N(Cc1ccco1)C(=O)CCC(=O)Nc1ccccn1 (stereo not drawn)	-2	3	-10	0.0	2	10	1	-0.2	3
N#Cc1nc(Nc2cccc3ccccc23)nc(NC2CCCC2)n1	-6	-7	/	/	-35*	/	8	2.0	/
O=C(CCCC(=O)OCC(Cl)=C(Cl)Cl)Nc1ccccc1F	-4	-8	23	-0.6	0	-8	2	-2.7	4
COc1ccc(N2CCN(C(CNC(=O)C(=O)NCc3ccc(C)cc3)c3cccnc3)CC2)cc1 (stereo not drawn)	-4	-2	/	0.3	13	5	0	0.2	-10
CC1Cc2ccccc2N1S(=O)(=O)c1cccc(C(=O)NNC(=O)c2ccccc2F)c1 (stereo not drawn)	-3	-4	-9	-0.3	-8	18	-1	-1.0	-9
O=C(O)CCC(=O)N1N=C(c2ccc(Br)cc2)CC1c1cccc(Br)c1 (stereo not drawn)	1	1	/	/	18	/	4	-0.1	-21
CCOC(=O)C1=C(C)N(CCCC(=O)NCc2ccc3c(c2)OCO3)C(=O)NC1c1ccc(Br)cc1 (stereo not drawn)	-11	-1	-27	-0.7	26	2	-1	-0.6	/

(list continues)
SMILES	TRHR PAM	D1 potentiator	D2 antagonist	D2 ag	D1 antag	D2 PAM	D1 ag	TRHR agonist	RXFP1 antagonist
COc1ccccc1NC(=O)C(=O)NCC(c1ccc2c(c1)OCO2)N1CCN(C)CC1 (stereo not drawn)	1	-4	/	-0.3	-10	-13	4	0.8	-21
O=C(NC1CCCCC1)c1cc(C2CC2)nn1-c1ccccc1	-1	-4	/	/	-13	/	4	-0.6	-3
O=C(CNC(=S)N(CCCN1CCOCC1)Cc1cccs1)N1CCOCC1	10	-2	-4	1.2	5	10	3	0.2	3
O=C(Cn1c(=S)[nH]c2ccccc2c1=O)N1CCc2ccccc2C1	-1	2	-9	1.2	2	8	3	-0.3	4
O=[N+]([O-])c1nn(-c2ccccc2)n(O)c1=NC1CCN(Cc2ccccc2)CC1	-3	9	/	/	15	/	3	-1.0	16
CSc1ccccc1NC(=S)N/N=C/c1cccn1Cc1cccc(C)c1	-4	3	-13	0.3	-13	3	1	-0.1	-15
Cc1ccc(Cn2ccc(NC(=O)c3noc4c3CCCC4)n2)cc1	4	-5	-2	-0.1	-8	8	1	0.1	-10
O=C(CSc1ccccc1)NCc1ccccc1	2	4	11	1.0	11	2	2	-0.4	0
CCNc1nc(NCC)n2c(SC(C(=O)Nc3cc(C)ccc3OC)c3ccccc3)nnc2n1 (stereo not drawn)	-15	15	0	0.8	0	5	-1	-0.9	-11
Nc1nc(-c2ccccc2)c(-c2ccccc2)n1N	-2	-3	-11	1.7	8	-2	10	3.7	-3
Cc1ccc2c(c1)N(CCC(=O)NCc1ccccc1Cl)C(=O)CO2	-6	0	/	-1.3	7	-2	-3	-1.2	/
COc1ccc(OC(C)C(=O)NCCc2nc3ccccc3[nH]2)cc1 (stereo not drawn)	2	-3	14	0.3	-10	0	4	-0.6	9
Cc1ccc(NC(=O)COC(=O)c2ccc([N+](=O)[O-])o2)cc1S(=O)(=O)N1CCCCCC1	15	-5	-7	0.2	-1	-4	1	0.8	-2
Cc1cccn2c(=O)c3cc(C#N)c(=O)n(-c4c(C)n(C)n(-c5ccccc5)c4=O)c3nc12	-2	2	-9	0.8	3	-1	2	0.0	-14
O=CN1CCN(C(=O)c2ccc([N+](=O)[O-])cc2)CC1	7	0	-4	0.8	-5	5	2	0.6	-5
